pCIP destab = p/CIP-EGFP fusion destabilizers, primary screen, fluorescence, F442A cells. Q05BA5. 16 h. decrease of EGFP signal, % at 10 µM. 290,000 compounds, 0.01% hits. AID 1984, 2009;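 active means EGFP signal decrease of at least 30% at 10 µM or well 3 SD below plate mean, unless failing retest; inactive means the rest, including hits failing retest or dose response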; further: some compounds called inactive have numbers as strong as hits; many of its hits are not listed in these tables
IDE inh = human IDE inhibitors in live cells, primary screen, fluorescence polarization, HEK cells, FAbetaB substrate | Insulin-degrading enzyme (Homo sapiens), P14735 | 320,000 compounds, 0.41% hits | FAbetaB cleavage | inhibition, % at 5.59 µM;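 active means percent inhibition above the average of all tested compounds plus 3 SD, set per screening campaign, cut at about 16% in these data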;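 further: IDE supplied by intact live HEK cells; FP after avidin binding of uncleaved biotin substrate so inhibition keeps polarization high; 0% = DMSO wells and 100% = 60 µM reference IDE inhibitor Ii1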
MEKK3 PB1 HTS = modulators of MEKK3-MEK5 PB1 binding, primary screen, biochemical, wildtype MEKK3, multiplex bead flow cytometry, Alexa488-MEK5; AID 1529, 2009; bead-based flow cytometry, Alexa488-MEK5 binding to MEKK3; actives lie on both sides; 0 = blocked by unlabeled MEK5, 100 = vehicle; Mitogen-activated protein kinase kinase kinase 3 (Homo sapiens), Q99759; 290,000 compounds, 1.4% hits; binding response (% of control), % at 10 µM;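 active means binding response more than 3 SD above or below the average of its plate-row segment, actives on both sides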;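 further: Alexa488 bead fluorescence after subtracting the streptavidin-only scavenger bead signal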
IDE act = human IDE activators in live cells, primary screen, fluorescence polarization, HEK cells, FAbeta-B substrate. 340,000 compounds, 0.073% hits. Insulin-degrading enzyme (Homo sapiens), P14735. activation, % at 5.96 µM. FAbeta-B cleavage; 0% vehicle, 100% cell-free pure enzyme wells;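 active means activation above the mean of all tested compounds plus 3 SD, set per screening campaign, cut at about 17% in these data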
CRFBP-R2 agonist = agonists of CRF-BP/CRF-R2 complex, primary screen, cell-based, HEK293, calcium dye fluorescence, uHTS | CRF-binding protein / CRF receptor 2 complex (human) | calcium dye fluorescence (FLIPR); percent of saturating CRF peptide response | activation, % at 13.2 µM | 350,000 compounds, 0.46% hits | AID 588473, 2011;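 active means activation of at least 50%, plus an integration ratio under a set limit after plate pattern correction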;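 further: plate controls were neutral control wells without compound for no effect and CRF at EC100 for full effect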
GalR3 antagonist = GalR3 antagonists in HEK293 cells, primary screen, cell-based, fluorescence readout; Galanin receptor type 3 (Homo sapiens), O60755; HEK293 GalR3-CNG cAMP membrane potential fluorescence; galR3 body fused to GalR1 C-terminus; inhibition, % at 3 µM; 360,000 compounds, 0.44% hits; AID 651719, 2012;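 active means inhibition above the screen-wide average plus 3 SD, cut at about 13% in these data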;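 further: forskolin and galanin both at EC90 stimulate the cells; cAMP rise reported by CNG channel membrane potential dye signal; 0% = forskolin plus galanin with DMSO and 100% = forskolin alone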
Target sequence (O60755 1-299 limits assumed): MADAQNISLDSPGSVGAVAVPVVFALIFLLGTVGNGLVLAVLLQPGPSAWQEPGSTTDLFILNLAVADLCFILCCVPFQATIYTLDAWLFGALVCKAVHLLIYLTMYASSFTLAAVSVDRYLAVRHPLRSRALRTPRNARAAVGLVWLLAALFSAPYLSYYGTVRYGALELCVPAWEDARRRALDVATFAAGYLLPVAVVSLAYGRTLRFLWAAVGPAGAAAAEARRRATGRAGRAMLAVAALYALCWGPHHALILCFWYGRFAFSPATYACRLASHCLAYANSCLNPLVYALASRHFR
PHOSPHO1 block = PubChem AID 1565; Phosphoethanolamine/phosphocholine phosphatase (Homo sapiens), Q8TCT1; recombinant PHOSPHO1, absorbance phosphatase assay; inhibition, % at 13.3 µM; 290,000 compounds, 1.1% hits; in the data active means inhibition above about 60%
Target sequence (Q8TCT1 whole entry, looked up): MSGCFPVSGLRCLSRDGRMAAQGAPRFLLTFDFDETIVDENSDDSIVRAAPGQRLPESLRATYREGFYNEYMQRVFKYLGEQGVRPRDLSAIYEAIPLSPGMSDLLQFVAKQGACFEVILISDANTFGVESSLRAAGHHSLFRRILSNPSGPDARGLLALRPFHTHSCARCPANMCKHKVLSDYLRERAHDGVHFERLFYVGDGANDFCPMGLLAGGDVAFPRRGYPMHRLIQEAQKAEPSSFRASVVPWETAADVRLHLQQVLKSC
CRFBP-R2 block = antagonists of CRF-BP/CRF-R2 complex, primary screen, cell-based, HEK293, calcium dye fluorescence, uHTS; CRF-induced calcium fluorescence; inhibition, % at 11.8 µM; 350,000 compounds, 0.59% hits; AID 588475, 2011;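 active means inhibition of the ligand-induced calcium signal above about 50% at the single tested concentration, limit read from the data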
M4 PAM = human M4 muscarinic receptor positive allosteric modulators, primary screen, CHO-K1 cells, Fluo-8 calcium fluorescence. activation, % at 3 µM. CHO-K1 hM4/Gqi5, ACh EC20; 0% = ACh EC20, 100% = maximal ACh. 360,000 compounds, 0.4% hits;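 active means activation above its plate's cutoff, the mean activation of sample wells plus 3 SD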; further: some results filed as inactive read as strong as hits
Target sequence (P08173 whole entry, looked up): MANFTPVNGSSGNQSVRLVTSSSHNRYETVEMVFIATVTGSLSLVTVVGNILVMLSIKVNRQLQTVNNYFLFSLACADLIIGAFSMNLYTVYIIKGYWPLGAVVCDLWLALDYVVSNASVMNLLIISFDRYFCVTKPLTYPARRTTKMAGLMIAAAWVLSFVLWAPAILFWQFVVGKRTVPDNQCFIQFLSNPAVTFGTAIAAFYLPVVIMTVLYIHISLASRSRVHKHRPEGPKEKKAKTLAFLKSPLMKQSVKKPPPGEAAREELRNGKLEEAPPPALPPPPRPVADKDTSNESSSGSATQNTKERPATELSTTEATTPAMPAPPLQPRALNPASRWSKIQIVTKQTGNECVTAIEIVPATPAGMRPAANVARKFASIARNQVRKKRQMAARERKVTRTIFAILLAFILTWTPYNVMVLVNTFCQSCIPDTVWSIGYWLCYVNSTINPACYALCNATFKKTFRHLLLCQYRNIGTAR
An asterisk follows results filed as active; . = no result given.

SMILES | pCIP destab | IDE inh | MEKK3 PB1 HTS | IDE act | CRFBP-R2 agonist | GalR3 antagonist | PHOSPHO1 block | CRFBP-R2 block | M4 PAM
CCn1cc(CCCC(=O)NCc2ccc(OC)cc2)c2ccccc21 | -4 | . | 108 | -1 | -0.3 | -8 | 22 | 11 | -3
COc1ccc(S(=O)(=O)Nc2cccc3c2O[C@H](CN(C)S(=O)(=O)c2ccc(OC)cc2)[C@@H](C)CN([C@H](C)CO)C3=O)cc1 | . | 4 | . | -3 | 0.9 | -7 | . | 18 | -1
CC(C)OCC(O)CN1CCN(CCN2C(=O)c3cccc4cccc(c34)C2=O)CC1 (stereo unspecified) | 11 | 5 | 101 | 7 | -0.9 | -8 | 12 | 10 | 0
Cc1cc(O)c(C(C)C)cc1NC(=O)Nc1ccc([N+](=O)[O-])cc1 | . | . | . | 1 | -4.4 | 0 | . | -2 | 1
COCCn1c(=O)[nH]c2cc(C(=O)NC(C)C)ccc2c1=O | -3 | -8 | 76 | 4 | 1.1 | -6 | -2 | 41 | 20*
CC1CCCCC1NS(=O)(=O)c1ccc2c(c1)CC(=O)N2C (stereo unspecified) | -5 | 0 | 98 | 5 | -0.9 | 4 | 27 | 5 | -6
O=C(O)CNC(=O)C(CS)Cc1ccccc1 (stereo unspecified) | . | 2 | . | 6 | 2.1 | -4 | . | -16 | 2
COc1cc(OC)cc(C(=O)NC(C(=O)NCCN(C)C)C23CC4CC(CC(C4)C2)C3)c1 (stereo unspecified) | -13 | -5 | 103 | -1 | 6.2 | -2 | 10 | -31 | 3
COc1ccc(S(=O)(=O)N2c3ccccc3OCC2CC(=O)O)cc1 (stereo unspecified) | 3 | -2 | 107 | -2 | 4.8 | -10 | . | 9 | -8
COc1ccc([N+](=O)[O-])cc1NC(=O)C(C)Sc1ccc(C)cc1 (stereo unspecified) | 9 | 4 | 106 | 2 | 0.0 | -5 | 6 | 0 | -6
NC(=O)C1(NC(=O)[C@@H]2CC3(CC(c4cccc(NC(=O)[C@@H]5CCC(=O)N5)c4)=NO3)CN2C(=O)Cc2ccc(Cl)cc2)CC1 (stereo partly specified) | -16 | 1 | 106 | -2 | 1.5 | -1 | 12 | -6 | 5
COc1cccc(-c2ccc(NC(=O)C3CCCN(Cc4cnn(C)c4)C3)cc2)c1 (stereo unspecified) | 0 | 8 | 100 | -6 | 3.3 | -4 | 17 | -14 | 1
CCOC(=O)c1cccc(NC(=S)N2CCN(c3ncc4c(=O)c(C(=O)O)cn(CC)c4n3)CC2)c1 | -25 | -1 | 102 | 0 | 2.9 | 2 | 32 | -18 | 0
COc1ccc(C(=O)OCC(=O)c2ccc3c(c2)NC(=O)CO3)cc1S(=O)(=O)N1CCOCC1 | . | 5 | . | -2 | -4.0 | 0 | . | 3 | 0
CNS(=O)(=O)c1cccc2cccnc12 | -10 | 7 | 101 | 5 | -0.6 | 0 | -3 | -19 | 3
O=C(O)c1ccc(-n2nncc2-c2ccccc2)cc1 | 3 | 9 | 101 | -4 | 1.0 | -11 | -5 | -3 | -5
CCOC(=O)C(=CNNc1ccccc1)C(=O)OCC | 2 | 4 | 106 | 9 | 0.0 | -8 | 33 | 11 | 5
COc1ccc(CCN2C(=O)CC(Cc3cccc(C)c3)C2=O)cc1OC (stereo unspecified) | -22 | -1 | 101 | 1 | 0.1 | -4 | 45 | -13 | -5
COC(=O)c1cccc(NC(=O)c2onc3c2CCCC3)c1 | -6 | -1 | 103 | -5 | -1.6 | -4 | 11 | 25 | 22
O=c1oc2ccccc2c(NC2CCCCC2)c1NS(=O)(=O)c1ccc(F)cc1 | -8 | -5 | 98 | 5 | -3.0 | -2 | 26 | -21 | -3
CCC(=O)Nc1ccc2c(c1)OCCO2 | 4 | -3 | 109 | -4 | 0.2 | -1 | -19 | -5 | 3
Cc1cc(C#N)c(C)c(SCc2[nH]nc3c2C(c2ccccc2)C(C#N)=C(N)O3)n1 (stereo unspecified) | 3 | 1 | 85 | -4 | 2.0 | 27* | -1 | -33 | 3
COc1ccccc1CNc1ncnc2c1nnn2Cc1ccccc1 | 5 | 4 | 100 | 1 | -0.8 | -4 | -15 | -2 | 5
CCn1c(SCc2ccc(C(=O)Nc3nccs3)cc2)nnc1-c1ccc(NC(C)=O)cc1 | -2 | 11 | 98 | -5 | -2.8 | -2 | 12 | -6 | -6
N#Cc1c(/N=C/c2cc3ccccc3s2)sc2c1CCC2 | -2 | 1 | 96 | 6 | -2.9 | 6 | 14 | -35 | 9

More compounds:
SMILES | pCIP destab | IDE inh | MEKK3 PB1 HTS | IDE act | CRFBP-R2 agonist | GalR3 antagonist | PHOSPHO1 block | CRFBP-R2 block | M4 PAM
CCOc1cccc(NC(=O)C2CC(=O)N(c3ccc(F)cc3)C2)c1 (stereo unspecified) | -16 | -4 | 93 | 3 | 0.0 | -1 | 20 | -7 | -1
O=S(=O)(NCC1NCCc2ccccc21)c1ccccc1 (stereo unspecified) | 2 | 2 | 126 | 1 | -0.6 | -3 | -36 | 12 | -1
CC1(C)CC(=O)C=C(Nc2ccc(OCC(F)(F)C(F)F)cc2)C1 | -6 | 3 | 103 | -6 | -2.0 | 0 | -4 | -5 | -3
O=C(Nc1nc2ccccc2[nH]1)c1cccc(F)c1 | -7 | 5 | 103 | 1 | 4.1 | -8 | 27 | -17 | 0
C=CCNc1sc(C(=O)c2ccccc2)c(N)c1-c1nc2ccccc2s1 | 9 | 2 | 103 | 1 | 8.4 | . | 98* | -36 | 29*
CN1C(=O)c2ccccc2Sc2ccc(C(=O)O)cc21 | -14 | 4 | 96 | 2 | -0.6 | -2 | 5 | -4 | 5
CCC(=O)Nc1nnc(CSCc2ccc(F)cc2)s1 | -5 | 0 | 104 | 1 | -2.0 | -5 | 16 | -15 | -5
Cc1cc(NC(=O)CSc2nccn2-c2ccc(F)cc2)no1 | 3 | 0 | 105 | -1 | 1.3 | -3 | -34 | -4 | 13
CCC1CCCCN1CCCNC(=O)c1c(O)nc2c(C)cccn2c1=O (stereo unspecified) | 13 | -1 | 101 | 7 | -0.8 | -9 | 18 | -6 | -2
O=C(Nc1cccnc1)c1ccc(Cl)c(S(=O)(=O)N2CCCC2)c1 | -12 | -3 | 105 | 3 | 0.3 | -2 | 31 | 2 | 0
COC(=O)c1ccc(CNC(=O)COC(=O)CCN2C(=O)C3CC=CCC3C2=O)cc1 (stereo unspecified) | . | 3 | . | 5 | 1.0 | -4 | . | -8 | 1
COc1ccccc1N1CCN(C(=O)CCNS(=O)(=O)c2cc(Br)cnc2N)CC1 | -10 | 3 | 102 | 3 | -1.1 | -7 | 38 | 9 | -5
CCN(CC(=O)Nc1cc(Cl)ccc1C)C(=O)c1ccc2c(c1)NC(=O)C(C)S2 (stereo unspecified) | . | -7 | . | 3 | -0.7 | -4 | . | -4 | -6
O=C(Nc1ccc(CN2CCCCC2)cc1)Nc1ccccc1Cl | -10 | 2 | 103 | 2 | 5.1 | -3 | 30 | -15 | -6
CC1=C(C/C=C(\C)CCC[C@H](C)CCC[C@H](C)CCCC(C)C)C(=O)c2ccccc2C1=O | . | -4 | 105 | . | -0.9 | -6 | . | 2 | -3
O=C(N/N=C/c1cc(Br)cc(Cl)c1O)c1ccc2c(c1)OCO2 | . | 1 | . | 6 | 3.4 | -3 | . | -1 | 0
COc1ccccc1N1CCN(C(=O)c2ccc(Cl)c(S(=O)(=O)NCc3ccco3)c2)CC1 | -12 | 1 | 112 | 5 | -0.2 | -1 | 26 | -3 | 3
CCc1ccc(OCC(=O)Nc2ccc(S(=O)(=O)Nc3ccccn3)cc2)cc1 | -9 | 4 | 99 | -2 | 2.2 | -9 | 13 | 11 | 5
Fc1ccc(-c2cc(C(F)(F)F)nc(-n3cc(Cl)cn3)n2)cc1 | 8 | 6 | 95 | 2 | -0.6 | 10 | 0 | -23 | -1
Cc1ccc(S(=O)(=O)N2CCC(C(=O)NC3CC3)CC2)cc1 | -12 | -2 | 102 | -2 | -0.3 | 8 | 39 | 5 | 5
Cc1ccccc1CSCC(=O)NC(=O)NCc1ccco1 | -6 | 2 | 102 | 4 | -1.9 | -5 | 29 | 3 | -6
O=C(NCc1n[nH]c(=S)n1-c1ccc(Br)cc1)c1ccc(S(=O)(=O)N2CCCC2)cc1 | -12 | -2 | 102 | 4 | -1.7 | 0 | -64 | -7 | 6
CCCCCc1nc(-c2nonc2N)no1 | 0 | -3 | 101 | 1 | 0.4 | -4 | 42 | 7 | -5
COC(=O)C1=C(C)Nc2nnnn2C1c1cc(OC)ccc1OC (stereo unspecified) | 1 | 3 | 99 | 4 | -0.2 | -7 | 10 | -2 | -4
CC1CC(=O)N(CC(=O)Nc2ccc3c(c2)OCO3)c2ccccc2S1 (stereo unspecified) | -17 | 4 | 103 | 7 | 0.0 | -5 | -26 | -11 | 10

Whole records as entered above.
`CCn1cc(CCCC(=O)NCc2ccc(OC)cc2)c2ccccc21` in the list: pCIP destab = -4; IDE inh = .; MEKK3 PB1 HTS = 108; IDE act = -1; CRFBP-R2 agonist = -0.3; GalR3 antagonist = -8; PHOSPHO1 block = 22; CRFBP-R2 block = 11; M4 PAM = -3
`COc1ccc(S(=O)(=O)Nc2cccc3c2O[C@H](CN(C)S(=O)(=O)c2ccc(OC)cc2)[C@@H](C)CN([C@H](C)CO)C3=O)cc1` in the list: pCIP destab = .; IDE inh = 4; MEKK3 PB1 HTS = .; IDE act = -3; CRFBP-R2 agonist = 0.9; GalR3 antagonist = -7; PHOSPHO1 block = .; CRFBP-R2 block = 18; M4 PAM = -1

(list continues)
SMILES | pCIP destab | IDE inh | MEKK3 PB1 HTS | IDE act | CRFBP-R2 agonist | GalR3 antagonist | PHOSPHO1 block | CRFBP-R2 block | M4 PAM
CNC(=S)N/N=C1\C(=O)c2cccc3cccc1c23 | -5 | 2 | 95 | -7 | -1.9 | -5 | -14 | -16 | 14
CC(C)C(=O)N1CCN(c2ccc(NC(=O)c3cccs3)cc2Cl)CC1 | -3 | 0 | 99 | -3 | -0.8 | -4 | 40 | -8 | -10
O=C1CSC(=S)N1/N=C/c1cc(Br)c(O)c(Br)c1 | -21 | 133* | 92 | -171 | 185* | . | 48 | -219 | -30
COc1ccccc1CNC(=O)Cn1c(=O)oc2cc(Cl)ccc21 | -8 | 1 | 104 | 5 | 0.8 | 0 | 42 | 28 | 0
CSc1cccc(NC(=O)CCn2c(=O)c3cccn3c3cccnc32)c1 | 2 | 3 | 103 | -12 | -0.2 | 0 | 32 | 3 | -1
C/C=C/c1ccc(OCCOc2cc(C=O)ccc2OC)c(OC)c1 | -2 | 8 | 104 | 2 | 0.2 | -2 | -10 | 0 | -2
CC(=O)Nc1cccc(CNCc2cccc(NC(C)=O)c2)c1 | -3 | -1 | 97 | 1 | -0.6 | -3 | -10 | -2 | -4
Cc1ccccc1NC(=O)C1C2/C=C\CCCCC21 (stereo unspecified) | -14 | 2 | 101 | -5 | 3.0 | -1 | -6 | 2 | -5
CN(CC(=O)Nc1ccc(F)c(F)c1F)C(=O)c1ccc(-n2cncn2)c([N+](=O)[O-])c1 | . | 6 | . | -3 | -1.2 | -3 | . | 1 | -6

Source: PubChem (several laboratories)

An unsorted share of the library (roughly 4.2% active in at least one column).
